Screens as filed in PubChem BioAssay.
Glioma ERSR ind: induces the endoplasmic reticulum stress response in human glioma cells. U87-MG GRP78 promoter luciferase reporter, 16 h. Potency, µM, for the others: top-dose activation, usual class: activators. 420,000 compounds, 0.02% hits. AID 602332; further: potency means the concentration at half of the fitted maximal effect; series mostly up to about 76 µM; % of control where 0% means no effect; nearly all actives have a fitted effect of over 35% in size
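Stably transfected U87-MG glioma cells carrying a GRP78-based luciferase sensor; 16 h compound incubation. Luminescence end-point read 10 min after Bright-Glo addition at room temperature.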
POLB inh: blocks human DNA polymerase beta activity; Potency, µM (top dose mostly 114 µM), for inactives: at the highest dose activity change, negative = inhibition, usual class: inhibitors; Pol beta primer extension/strand displacement, fluorescence kinetic; 340,000 compounds, 1.3% hits; P06746; further: potency means the concentration at half of the fitted maximal effect; on the % scale 0 is the no-effect control and ±100 the full control effect
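10 nM enzyme + cpd, 15 min RT; start with substrate 50 nM final; read 0 min and after 10 min RT. Corrected, normalized data; 4-parameter Hill curve fit.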
LDHA block: LDHA (human) enzyme inhibition; AID 1347041; 480,000 compounds, 0.15% hits; P00338; activity change, % (values are at about 110 or 230 µM); purified LDHA, NADH/diaphorase-resazurin fluorescence; stronger effect = lower value; in the data active means activity change below about -30%; inconclusive means mostly about -25% to -30%;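 further: plate controls were DMSO wells for no effect and wells without enzyme for full effect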
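Human LDH5 at 2 nM final in Tris HCl pH 7.4 with 0.06 mM NADH and 0.2 mM pyruvate, reacted 5 minutes at room temperature. Remaining NADH coupled via diaphorase/resazurin; resorufin fluorescence read at 0 and 20 minutes, normalized to enzyme-free and DMSO wells.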
APEX1 inh: inhibitors of human APE1 endonuclease; P27695; recombinant APE1, TAMRA/BHQ-2 abasic DNA cleavage fluorescence; Potency, µM (doses to about 65.8 µM), for the others: at the top dose activity change, negative = inhibition, actives largely listed as inhibitors; 350,000 compounds, 0.35% hits;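 further: potency means the concentration at half of the fitted maximal effect; plate controls were vehicle for no effect and reference inhibitor for full effect; nearly all actives have a fitted effect of over 55% in size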
Target sequence (P27695 whole entry, looked up): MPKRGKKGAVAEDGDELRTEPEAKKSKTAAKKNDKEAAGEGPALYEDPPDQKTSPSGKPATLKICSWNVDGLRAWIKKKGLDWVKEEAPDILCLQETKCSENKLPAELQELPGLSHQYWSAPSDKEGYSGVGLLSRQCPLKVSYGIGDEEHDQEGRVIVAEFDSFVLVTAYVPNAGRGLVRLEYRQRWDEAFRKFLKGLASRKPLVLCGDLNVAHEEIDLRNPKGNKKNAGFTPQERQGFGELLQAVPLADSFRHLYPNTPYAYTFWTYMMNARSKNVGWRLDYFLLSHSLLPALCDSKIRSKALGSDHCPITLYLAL
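Incision of a quenched TAMRA/BHQ-2 THF abasic-site duplex (50 nM) by 0.75 nM APE1, after 15 min compound preincubation, measured as fluorescence increase over three 60 s reads. Values normalized to buffer, DMSO and NSC13755 control wells.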
Pol eta inh: inhibitors of human DNA polymerase eta; Q9Y253; recombinant Pol eta, fluorescent DNA replication assay; Potency, µM (titrated, usually from 114 µM), without a hit: top-dose activity change, negative = inhibition, usual class: inhibitors; 390,000 compounds, 1.2% hits; AID 588591; further: potency means the concentration at half of the fitted maximal effect; on the % scale 0 is the no-effect control and ±100 the full control effect
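Pol eta at 10 nM preincubated with compounds 15 min at room temperature; reaction started with fluorescent substrate (50 nM final) and read kinetically at 0 and 10 min.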
BLM helicase inh: inhibitors of human Bloom syndrome helicase BLM; P54132; recombinant BLM DNA unwinding, fluorescence dequenching; Potency, µM (doses to about 56.1 µM), inactives show at the highest dose activity change, negative = inhibition, hits mostly inhibitors; 350,000 compounds, 0.2% hits; AID 2528;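 further: potency means the concentration at half of the fitted maximal effect; plate controls were vehicle for no effect and no enzyme for full effect; nearly all actives have a fitted effect of over 35% in size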
Pol iota inh: DNA polymerase iota (human) inhibition; Q9UNA4; Pol iota fluorescent replication assay, 10 min; Potency, µM (top dose mostly 115 µM), inactives show at the highest dose activity, negative = inhibition, hits mostly inhibitors; 390,000 compounds, 1% hits; AID 588590; further: potency means the concentration at half of the fitted maximal effect
Target sequence (Q9UNA4 whole entry, looked up): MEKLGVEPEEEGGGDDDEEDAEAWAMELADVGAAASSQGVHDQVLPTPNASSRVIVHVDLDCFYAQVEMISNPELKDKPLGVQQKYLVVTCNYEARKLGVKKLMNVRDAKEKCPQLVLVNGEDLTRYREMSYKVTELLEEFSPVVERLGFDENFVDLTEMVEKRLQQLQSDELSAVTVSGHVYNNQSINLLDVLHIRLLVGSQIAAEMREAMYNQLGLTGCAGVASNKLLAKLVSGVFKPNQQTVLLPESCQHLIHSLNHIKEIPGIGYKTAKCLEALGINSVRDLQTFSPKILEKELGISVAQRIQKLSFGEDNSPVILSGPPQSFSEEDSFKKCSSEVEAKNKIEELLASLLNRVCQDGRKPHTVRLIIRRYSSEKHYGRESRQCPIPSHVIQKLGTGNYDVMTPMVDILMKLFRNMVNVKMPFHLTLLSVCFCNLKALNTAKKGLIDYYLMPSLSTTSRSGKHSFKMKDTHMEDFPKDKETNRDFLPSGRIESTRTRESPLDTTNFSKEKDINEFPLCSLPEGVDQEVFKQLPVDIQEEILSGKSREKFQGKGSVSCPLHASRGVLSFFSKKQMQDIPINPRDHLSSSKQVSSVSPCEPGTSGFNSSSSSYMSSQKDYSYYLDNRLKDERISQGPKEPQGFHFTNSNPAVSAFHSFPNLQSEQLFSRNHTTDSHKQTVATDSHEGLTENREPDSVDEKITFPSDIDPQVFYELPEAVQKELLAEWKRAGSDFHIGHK
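Pol iota at 10 nM preincubated 15 min with compounds at room temperature; reaction started with fluorescent substrate, 50 nM final. Fluorescence read kinetically at 0 and 10 min; buffer-only wells as negative control.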
Pol kappa inh: inhibitors of human DNA polymerase kappa; Q9UBT6; purified Pol kappa, fluorescent DNA synthesis assay, 10 min; Potency, µM (highest dose often 107 µM), inactives show at the highest dose activity, negative = inhibition, actives largely listed as inhibitors; 400,000 compounds, 0.53% hits; AID 588579; further: potency means the concentration at half of the fitted maximal effect; on the % scale 0 is the no-effect control and ±100 the full control effect
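Kinetic fluorescence readout at 0 and 10 min followed reaction start with substrate at 50 nM final. Beforehand, enzyme (10 nM Pol kappa) stood 15 min with compound at room temperature; buffer-only wells were negative controls.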
Apoferritin bind: candidate novel general anesthetic via apoferritin binding; Potency, µM (titrated, usually from 77.5 µM), inactives show at the highest dose activity change, negative = displacement, actives largely listed as inhibitors; 350,000 compounds, 0.074% hits; P02791; apoferritin/1-aminoanthracene competitive binding, fluorescence; further: potency means the concentration at half of the fitted maximal effect; on the % scale 0 is the no-effect control and ±100 the full control effect; nearly all actives have a fitted effect of over 20% in size
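Horse-spleen apoferritin (10 uM) in 50% saturated 1-aminoanthracene in PBS was incubated 10 min at room temperature with compound. Fluorescence (ex 380, em 535 nm) was normalized to free and bound 1-AMA, with concentration-response fitted by a four-parameter Hill equation.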
Starred values were filed as active, the others as inactive; ? = inconclusive; nt = no result given; & = joins results of further samples; [ ] = another dose, or the depositor's remark. Unless noted, the call rests on the fitted dose curve; in most records, active means well fitted curve in the direction sought with a large enough effect; inconclusive means small, poorly fitted or top-dose-only effect, or another doubt; inactive means no such curve, though single readings can be large; an effect the other way counts as inactive or inconclusive. Some of the compounds tested; the hit share may differ from the screen's.

SMILES | Glioma ERSR ind | POLB inh | LDHA block | APEX1 inh | Pol eta inh | BLM helicase inh | Pol iota inh | Pol kappa inh | Apoferritin bind
COc1ccc(C(=O)Nc2ccccc2[N+](=O)[O-])cc1S(=O)(=O)N1CCOCC1 | -6% | 2% | -3 | -7% | -6% | 3% | 15% | -6% | -23%
O=C(Nc1cccc(C(F)(F)F)c1)C1CCCN(c2ncccn2)C1 (stereo unspecified) | 0% | 0% | -6 | -1% | -1% | -6% | -2%[58.9 µM] | -19% | -13%
Cc1ccc(/C=C2\SC(=S)N(CCC(=O)NNS(=O)(=O)c3ccccc3)C2=O)cc1 | -1% | 2% | -10 | 0% | 11% | 0% | 3% | -9% | 3%
CC(C)(C)n1ncc2c(=O)n(CC(=O)Nc3ccc4c(c3)OCCO4)cnc21 | 5% | 27% | -3 | -2% | -12% | -3% | -7% | -1% | -17%
CC(=O)c1c(C)[nH]c(C(=O)Nc2cccc(S(=O)(=O)N3CCCC3)c2)c1C | 3% | nt | -7 | 12% | -6% | nt | 87%[activator] | -10% | nt
CCC(C)NC(=O)c1cn(C)c(=O)c2cc(OC)c(OC)cc12 (stereo unspecified) | 0% | 18% | -8 | 2% | 5% | -5% | 23% | -7% | -2%
Cc1ccn2c(=O)nc(SCC(=O)Nc3cccc4ccccc34)nc2c1 | -3% | nt | 4 | 18% | 79µM* | nt | ? | -9% | nt
COCCN(Cc1cc2cc3c(cc2nc1Cl)OCO3)C(=O)c1cccc(C)c1 | -4% | 6% | -9 | 1% | -8% | -6% | -1% | -19% | -5%
Cc1ccc2nsnc2c1N(S(C)(=O)=O)S(C)(=O)=O | 3% | 4% | 16 | -1% | -2% | -6% | 26% | -15% | -3%
Cn1cc(CCC(=O)N2CCCC(Nc3ccc(F)cc3)C2)cn1 (stereo unspecified) | -4% | 38% | -17 | 83%[activator] | -7% | 1% | -10% | 2% | -4%
C[C@H](CO)N1C[C@H](C)[C@@H](CN(C)C(=O)Nc2ccc(C(F)(F)F)cc2)Oc2ccc(NC(=O)Nc3ccccc3)cc2C1=O | -2% | nt | 3 | -7% | -16% | nt | -25% | -10% | nt
N#CC1=C(N)Oc2c(ccc3ccccc23)C1c1cccs1 (stereo unspecified) | -3% | -2% | 14 | -4% | 0% | -9% | 2% | -3% | -14%
CCOCCCNC(=O)c1ccc(NC(C)=O)cc1 | 6% | -20% | -4 | 1% | 5% | -2% | -1% | -23% | -4%
Cc1cc2ccccc2c(=O)n1CC(=O)Nc1ccc2c(c1)OCCO2 | -1% | 0% | -4 | -1% | 2% | -1% | -13% | -14% | -16%
CCOc1ccc(C(=O)Nc2nnc(NC(=S)Nc3ccccc3)s2)cc1 | 3% | -21% | -7 | -9% | -23% | -3% | 152%[activator] | 0% | -19%
COc1ccc(NC(=O)Cn2c(=O)c3ccccc3n3nncc23)cc1Cl | 1% | 1% | 0 | nt | -8% | -6% | 12% | -11% | -1%
C#Cc1ccc([C@H]2C=C(C(=O)N3CCOCC3)O[C@@H](OCC)[C@@H]2CCCO)cc1 | -4% | 2% | -13 | 2% | -1% | -2% | -11% | -6% | -6%
COc1ccc(-c2cc(C#N)nc(N3CCN(c4ccccc4)CC3)n2)cc1 | -5% | 0% | -4 | -4% | 3% | -1% | 18% | 0% | -10%
CCCCNC(=O)c1ccccc1C(=O)NC1(C(=O)NCCCC)CCCC1 | -2% | nt | 1 | nt | -16% | nt | 17% | -6% | nt
COc1ccc(-c2csc(N(C)C(=O)c3ccco3)n2)cc1 | -5% | -11% | -2 | 28% | -4% | -10% | 65%[activator] | 2% | -10%
COc1ccc(Nc2nnc(SCC(=O)c3cc(C)n(CC4CCCO4)c3C)s2)cc1 (stereo unspecified) | 4% | -1% | 0 | -2% | -12% | 8% | -4% | 0% | -23%
COc1ccc(C(=O)N/N=C/c2ccc(SC)cc2)cc1 | 6% | -11% | -8 | 11% | -18% | 2% | -15% | -9% | -11%
CCN(CC)CCNc1ncnc2c1sc1nc(N3CCOCC3)c3c(c12)CCCC3 | -4% | -28% | -2 | 1% | -28% | 71%[activator] | 77%[activator] | 0% | 1%
CC(=O)c1cccc(N(CC(=O)NC2CCCCC2)C(=O)c2csnn2)c1 | -3% | 16% | -9 | 16% | -15% | 1% | 53%[activator] | -5% | 2%

Reformatted with values under each structure: 2 of the compounds above
Screens in order – Glioma ERSR ind | POLB inh | LDHA block | APEX1 inh | Pol eta inh | BLM helicase inh | Pol iota inh | Pol kappa inh | Apoferritin bind
CCOc1ccc(C(=O)Nc2nnc(NC(=S)Nc3ccccc3)s2)cc1
 : 3% | -21% | -7 | -9% | -23% | -3% | 152%[activator] | 0% | -19%
COc1ccc(NC(=O)Cn2c(=O)c3ccccc3n3nncc23)cc1Cl
 : 1% | 1% | 0 | nt | -8% | -6% | 12% | -11% | -1%

More structures
SMILES | Glioma ERSR ind | POLB inh | LDHA block | APEX1 inh | Pol eta inh | BLM helicase inh | Pol iota inh | Pol kappa inh | Apoferritin bind
Cc1nc2ccccc2c2oc(C(=O)NCCCN3CCCC3=O)cc12 | -7% | -17% | -2 | 0% | -7% | -4% | 31%[activator] | 5% | -8%
C/C(=N\NS(=O)(=O)c1ccc(Cl)c([N+](=O)[O-])c1)c1ccc(C)o1 | -1% | ? | 4 | ? | ? | 2% | ? | -2% | -7%
COc1cc(-c2nc3sccn3c2Nc2cccc(C)c2)ccc1O | -4% | ? | 23 | nt | 1% | -8% | 11% | -11% | ?
NS(=O)(=O)c1ccc(CCNC(=O)CNCCc2ccccc2)cc1 | -4% | 27% | -8 | 33% | -1% | -3% | ? | -5% | -1%
COc1cc(/C=C2\S/C(=N/S(=O)(=O)c3ccccc3)NC2=O)c([N+](=O)[O-])cc1OC | 18% | 21% | -9 | -9% | 22µM* | -12% | ? | -30% | 3%
CCOC(=O)Cc1csc(NC(=O)c2c(-c3ccccc3)noc2C)n1 | -5% | 8% | -2 | -11% | -14% | -4% | 17% | 3% | -19%
O=C(Nc1ccccc1C(=O)O)c1cccc(NC(=O)c2ccccc2Cl)c1 | -1% | 27% | -4 | 17% | -18% | -2% | 2% | -5% | -9%
O=C(O)c1cc(NC(=O)C2CCCO2)cc(NC(=O)C2CCCO2)c1 (stereo unspecified) | 1% | 0% | 0 | 0% | -7% | -1% | -23% | -4%[60.1 µM] | -2%
N#Cc1cc2ccccc2nc1SCc1cccnc1 | 1% | -12% | 2 | -3% | -4% | -3% | 2%[58.9 µM] | -5% | -22%
Cn1nnnc1Sc1ncnc2scc(-c3ccc(C#N)cc3)c12 | -11% | nt | 0&0 | 0% | -3% | nt | -23% | -3% | nt
CCC(CO)NCC(O)COCc1ccc2c(c1)OCO2 (stereo unspecified) | -6% | 20% | -14 | -1% | -10% | -2% | -9% | 12% | -4%
O=C(CC1(CC2=NS(=O)(=O)c3ccccc3N2)CCCC1)NCCc1ccccc1 | -1% | 15% | 1 | -2% | 1% | -8% | -3% | -1% | 2%
O=C1c2ccccc2C(=O)N1C1C(=O)N2CCSC12C(=O)OCc1ccccc1 (stereo unspecified) | -2% | nt | -6 | nt | -18% | nt | -8% | -14% | nt
COc1ccc(S(=O)(=O)N2CCCCC2)cc1C(=O)NC1CCS(=O)(=O)C1 (stereo unspecified) | -4%&-5% | 2% | -3&2 | nt | 1%&-12% | 0% | -2% | -1%[60.1 µM] | 1%
COc1ccccc1OCCNC(=O)CCC(=O)N1CCOCC1 | -5% | nt | -2 | 31% | -11% | nt | -1% | 5% | nt
Cc1ccc(C2Nc3ccccc3NC3=C2C(=O)CC(C)(C)C3)c(O)c1 (stereo unspecified) | -3% | 24% | -12 | 10% | -4% | 2% | 1% | -2% | -7%
O=c1ccc(S(=O)(=O)N2CCCC2)cn1Cc1nc(-c2ccc(F)cc2)no1 | 1% | nt | -10 | 11% | -4% | nt | 37%[activator] | -2% | nt
O=C(CNS(=O)(=O)c1ccc(Br)s1)N1CCCC1 | -2% | -7% | -4 | 0% | -6% | 0% | 7% | -7% | 0%
O=C(Cn1cc(S(=O)(=O)Cc2cccc([N+](=O)[O-])c2)c2ccccc21)N1CCOCC1 | -2% | 11% | -7 | 16% | -18% | -6% | 37%[activator] | -2% | 0%
O=C(COc1cc(F)ccc1[N+](=O)[O-])Nc1ccc(N2CCCCC2)cc1 | -6% | nt | -4 | 1% | -5% | nt | -24% | -15% | nt
Cc1cc(C)c(S(=O)(=O)Nc2ccc3c(c2)CCC3)c(C)c1 | 3% | 2% | 1 | 2% | -25% | -22% | 40%[activator] | -12% | ?
Nn1c(Cc2ccc(Br)cc2)n[nH]c1=S | -4% | -23% | -3 | -8% | -2% | -4% | 20% | 1% | -9%
Cc1ccc(NC(=O)CCC(=O)OCCCC(F)(F)C(F)(F)F)cc1 | -4% | 16% | 7 | 2% | -14% | -3% | 11% | -6% | ?
CCCC(=O)N(Cc1cc(=O)[nH]c2ccccc12)c1ccccc1OC | 0% | 11% | -6 | -5% | -19% | 1% | 13% | 3% | -9%
Cc1cc(Br)ccc1NC(=O)CN(C)C(=O)COc1cccc2c1OC(C)(C)C2 | -4% | nt | -4 | -2% | -17% | nt | 41%[activator] | -4% | nt
CC(=O)NCCNC(=O)CCCc1nnc2n(CC(C)C)c(=O)c3sccc3n12 | -2% | 9% | -8 | nt | -13% | -2% | 15% | -3% | -3%
O=C(O)CC/C(=N/NC(=O)c1cn(-c2ccccc2)nc1-c1ccccc1)C(=O)O | 6% | 1% | 0 | 3% | -10% | 7% | 25µM* | -3% | -13%
CC(C)CNC(=O)CSc1nnc2ccccn12 | -4% | 5% | 0 | -1% | -11% | 1% | 18% | 7% | 4%
O=S(=O)(NC1CC2CCC1C2)c1ccc2c(c1)OCCO2 (stereo unspecified) | 0% | 1% | -7 | 1% | -10% | 0% | 9% | -15% | ?
CS(=O)(=O)N1CCN(C(=O)Cc2ccccc2)CC1 | -5% | 13% | -1 | 5% | -13% | 0% | -4% | -5% | -8%
CCCSc1nnc(Cn2c(=O)sc3ccccc32)n1C | 6% | 20% | -7 | -3% | 2% | 5% | -13% | -26% | -3%
